KDM4E inh – JMJD2E (human) inhibition; JMJD2E catalytic domain, FDH-coupled NADH fluorescence (FDH is formaldehyde dehydrogenase); Potency, µM (top dose mostly 57.1 µM), without a hit: at the top dose activity change, negative = inhibition, most hits filed as inhibitors; hit rate 1.6% among 230,000; AID 2147; active = well fitted inhibition curve with a large enough effect, not every such curve was filed as active; inconclusive = small, poorly fitted or top-dose-only effect, or another doubt; inactive = no such curve, though single readings can be large or run the other way;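 note: 0% = wells with enzyme and -100% = buffer wells without enzyme; nearly all actives have a fitted effect of over 50% in size; many of its hits are not listed in these tables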
Target sequence (B2RXH2 1-337 limits assumed): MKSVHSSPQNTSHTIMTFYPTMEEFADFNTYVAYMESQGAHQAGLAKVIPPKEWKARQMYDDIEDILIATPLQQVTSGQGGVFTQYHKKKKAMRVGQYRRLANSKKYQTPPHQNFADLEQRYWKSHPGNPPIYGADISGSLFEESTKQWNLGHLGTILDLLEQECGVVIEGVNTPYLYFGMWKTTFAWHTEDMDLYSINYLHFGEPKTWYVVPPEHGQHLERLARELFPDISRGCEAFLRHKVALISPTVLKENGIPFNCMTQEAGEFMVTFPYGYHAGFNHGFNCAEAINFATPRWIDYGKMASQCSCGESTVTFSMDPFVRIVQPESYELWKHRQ
SMN2 splice enh – increases expression of the SMN2 splice variant; HEK293 SMN2-luciferase splicing reporter, luminescence, 30-36 h; Potency, µM (series often up to 46.1 µM), for inactives: top-dose activity change, positive = activation, actives largely listed as activators; hit rate 2.8% among 210,000; note: % of control where 0% means no effect; nearly all actives have a fitted effect of over 55% in size
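HEK293 cells carry an SMN2 […]–luciferase reporter in which exon 7 inclusion puts luciferase in frame. Cells were plated 10-12 h before compound addition, then incubated 30-36 h at 37C. ONE-Glo luminescence was read; sodium butyrate at 4.5 mM final served as control.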
ALDH1A1 block – inhibitors of human aldehyde dehydrogenase 1A1. P00352. Purified ALDH1A1, NADH fluorescence, propionaldehyde substrate. Potency, µM (titrated, usually from 75.3 µM), for the others: top-dose activity, negative = inhibition, actives largely listed as inhibitors. hit rate 7.3% among 220,000. AID 1030; active = well fitted inhibition curve with a large enough effect, not every such curve was filed as active; inconclusive = small, poorly fitted or top-dose-only effect, or another doubt; inactive = no such curve, though single readings can be large or run the other way;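 note: plate controls were no enzyme wells and a reference inhibitor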
Target sequence (P00352 whole entry, looked up): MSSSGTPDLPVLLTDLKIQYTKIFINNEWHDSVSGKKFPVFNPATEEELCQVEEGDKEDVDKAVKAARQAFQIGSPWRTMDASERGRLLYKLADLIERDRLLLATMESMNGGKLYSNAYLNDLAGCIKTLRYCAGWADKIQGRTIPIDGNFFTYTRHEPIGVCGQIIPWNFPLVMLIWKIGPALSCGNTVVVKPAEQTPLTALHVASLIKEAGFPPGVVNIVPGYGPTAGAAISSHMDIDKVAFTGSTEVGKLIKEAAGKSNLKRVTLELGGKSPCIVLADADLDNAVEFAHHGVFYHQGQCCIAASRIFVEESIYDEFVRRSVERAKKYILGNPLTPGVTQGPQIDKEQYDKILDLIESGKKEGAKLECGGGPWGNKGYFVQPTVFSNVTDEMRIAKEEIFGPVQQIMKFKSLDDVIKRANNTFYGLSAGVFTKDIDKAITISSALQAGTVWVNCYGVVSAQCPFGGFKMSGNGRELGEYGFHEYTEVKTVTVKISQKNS
Tau fluor counter – counter-screen for tau fibril formation inhibitors | tau K18 P301L Alexa594 fluorescence, heparin fibrillization | hit rate 0.93% among 280,000 | Potency, µM (highest dose often 57.7 µM), inactives show at the highest dose activity change, negative = decrease; note: % is set by controls: 0 for no effect and ±100 for the full control effect; nearly all actives have a fitted effect of over 55% in size
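Human K18 P301L tau (15 uM unlabeled plus 0.24 uM Alexa 594-labeled, final) in 100 mM sodium acetate pH 7 was mixed with compound and 20 uM heparin and incubated 6 hr at 37 C.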
Tau ThT inhib – inhibitors of human tau fibril formation, thioflavin T binding; hit rate 2.1% among 270,000; Potency, µM (titrated, usually from 57.4 µM), without a hit: at the highest dose activity, negative = inhibition, actives largely listed as inhibitors; P10636; recombinant tau K18 P301L (four-repeat tau fragment), heparin-induced fibrillization, ThT fluorescence; note: % is set by controls: 0 for no effect and ±100 for the full control effect; nearly all actives have a fitted effect of over 55% in size
Target sequence (P10636 561-689 P618L limits assumed): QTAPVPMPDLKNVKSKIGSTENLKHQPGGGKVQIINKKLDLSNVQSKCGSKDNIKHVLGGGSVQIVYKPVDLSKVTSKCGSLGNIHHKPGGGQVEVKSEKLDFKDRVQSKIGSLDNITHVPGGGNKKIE
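Heparin-induced fibrillization of the P301L-mutant K18 repeat-domain fragment of human tau was followed by ThT binding in quantitative high-throughput format.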
Tau FP inhib – tau fibrillization inhibition (FP). P10636. K18 P301L tau heparin fibrillization, Alexa594 FP, 6 h. Potency, µM (top dose mostly 57.7 µM), for the others: at the highest dose activity, negative = inhibition, hits mostly inhibitors. hit rate 0.39% among 280,000. AID 1468; note: % is set by controls: 0 for no effect and ±100 for the full control effect; nearly all actives have a fitted effect of over 55% in size
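Quantitative HTS format: compounds meet 15 uM recombinant K18 P301L tau and Alexa 594-tau tracer in 100 mM sodium acetate pH 7; 20 uM heparin triggers fibrillization at 37 C over 6 hr; FP gives the signal.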
HTT cytoprotect – Huntington cell model cytoprotection by ATP luminescence. Potency, µM (top dose mostly 56.4 µM), for inactives: cytoprotection (ATP increase), actives largely listed as activators. PC12 HTT-Q103 induced, cytoprotection, ATP luminescence, 40 h. hit rate 0.14% among 230,000;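 note: % of control where 0% means no effect; nearly all actives have a fitted effect of over 45% in size; toxic huntingtin expression switched on by the ecdysone agonist tebufenozide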
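Compounds added alongside 100 nM tebufenozide, which induces toxic Q103 huntingtin exon 1-GFP in stable PC12 cells; surviving cells quantified by luminescent ATP measurement. Medium: phenol red-free DMEM, 5% equine and 5% calf serum.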
HttQ103 aggreg – reduces HttQ103-GFP aggregates in PC12 cells | Potency, µM (series often up to 46.1 µM), for the others: at the highest dose activity change, negative = inhibition, usual class: inhibitors | AID 1688 | PC12 HttQ103-GFP aggregates, Acumen cytometry, 40 h | hit rate 1.1% among 220,000; note: % is set by controls: 0 for no effect and ±100 for the full control effect; nearly all actives have a fitted effect of over 60% in size
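Multiplexed with ATP-based cell death, this channel scores GFP aggregates in PC12 cells expressing inducible HTTex1-Q103-GFP. Induction used 100 nM tebufenozide; compounds were tested in concentration series.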
* marks the source's active call; other numbers are inactive results; u = inconclusive; x = not tested or not shown; & = joins results of further samples; [ ] = another dose, or the depositor's remark. Unless noted, calls come from the whole dose curve; as a rule, active = well fitted curve in the direction sought with a large enough effect; inconclusive = small, poorly fitted or top-dose-only effect, or another doubt; inactive = no such curve, though single readings can be large; an effect the other way counts as inactive or inconclusive. Potency is the fitted concentration of half-maximal effect. Not all compounds are listed (hit frequency here may not be typical).

1. CCOc1ccc(-c2nnn(CC(=O)N3CCCC(C)C3)n2)cc1 (stereo not given)
2. O=C(CC(=O)Nc1ccccc1F)Nc1ccc2nc3n(c(=O)c2c1)CCCCC3
3. Cc1nc2c(-c3ccc(F)cc3)c(C)nn2c(C)c1CCC(=O)NCCN1CCOCC1
4. COc1ccc(-c2nc(C#N)c(N3CCOCC3)o2)cc1OC
5. Fc1cccc(Nc2ncnc3[nH]ncc23)c1
6. C=CCCCCCCCCc1nc(SCC(C)=O)n[nH]1

Screen / compound no.	1	2	3	4	5	6
KDM4E inh	2%	x	-10%	u	-3%	-2%
SMN2 splice enh	-9%	5%	-9%	8%	6%	x
ALDH1A1 block	-10%	x	-4%	u	5%	x
Tau fluor counter	-3%	-9%	-9%	-6%	0%	-11%
Tau ThT inhib	-8%	1%	-7%	-14%	-9%	-10%
Tau FP inhib	1%	-1%	-15%	8%	11%	6%
HTT cytoprotect	10%[10 µM]	x	-32%	-13%	-45%[inhibitor]	13%[10 µM]
HttQ103 aggreg	-15%[9.22 µM]	x	-9%	u	u	11%[9.22 µM]

7. Cc1ccc(S(=O)(=O)NCC(=O)N(CC(=O)NCc2ccco2)Cc2ccco2)cc1
8. C=CCN1C(=O)C2C(C(=O)NCc3ccccc3)C3C=CC2(O3)C1C(=O)NC(C)(C)C (stereo not given)
9. Nc1nc(SCC(=O)N2CCc3ccccc3C2)[nH]c(=O)c1-c1ccccc1
10. CCc1ccc(-c2cc(C(=O)N/N=C/c3c[nH]c4ccccc34)[nH]n2)cc1
11. CN(CCO)c1nc(N)c2c(N)nc3c(c2c1C#N)CC(=O)N3C1CCCC1
12. CCn1c(COc2ccccc2)nnc1SCc1ccc(C#N)cc1

Screen / compound no.	7	8	9	10	11	12
KDM4E inh	-12%	-2%	2%	u	u	-3%
SMN2 splice enh	x	0%	u	27%	-29%	-26%
ALDH1A1 block	8.9µM*	4%	22µM*	-19%	u	-3%
Tau fluor counter	-2%	5%	-3%	10µM*[quencher]	u	-5%
Tau ThT inhib	-6%	-9%	-12%	u	28µM*	-6%
Tau FP inhib	1%	2%	-2%	-6%	u	-5%
HTT cytoprotect	4%[10 µM]	-4%	-18%[0.074 µM]	-119%[inhibitor]	-34%	-6%
HttQ103 aggreg	16%[9.22 µM]	-10%	8%	u	19%	-8%

13. Cc1cc(NC(=O)c2ccc3c(c2)OCCO3)no1
14. CC(=O)Nc1cccc(/C(C)=N/NS(=O)(=O)c2ccccc2)c1
15. COc1cccc(C(C)NC(=O)Nc2ccccc2Cl)c1 (stereo not given)
16. O=C(COc1ccc(S(=O)(=O)NC2CCCCC2)cc1)N1CCN(c2cccc(Cl)c2)CC1
17. C=CCn1c(-c2ccc(F)cc2)n[nH]c1=S
18. Nc1c(C(=O)c2ccc(F)cc2)oc2ccccc12

Screen / compound no.	13	14	15	16	17	18
KDM4E inh	-2%	-2%	4%	2%	-4%	1%
SMN2 splice enh	3.5µM*	20%	-45%[inhibitor]	-70%[inhibitor]	10%	16%
ALDH1A1 block	-2%	-12%	-2%	-1%	2%	5%
Tau fluor counter	-5%	1%	-7%	-18%	-5%	u
Tau ThT inhib	-6%	-8%	-3%	-13%	u	u
Tau FP inhib	4%	-2%	0%	10%	8%	12%
HTT cytoprotect	-148%[inhibitor][0.074 µM]	-16%	-23%[10 µM]	-22%	-22%	-15%[10 µM]
HttQ103 aggreg	-18%	14%	-21%[9.22 µM]	16µM*	-3%	-13%

19. CC(=O)OC1OCCOC1NC(=S)Nc1ccc(C)cc1 (stereo not given)
20. CCOc1ccc(C(c2c(C)[nH]n(-c3ccccc3)c2=O)c2c(C)[nH]n(-c3ccccc3)c2=O)cc1OC
21. N#CCc1ccc(Oc2ccc([N+](=O)[O-])cn2)cc1
22. Cc1cccc2cc(C(c3nnnn3Cc3ccccc3)N3CCN(c4ccccc4)CC3)c(=O)[nH]c12 (stereo not given)
23. O=C(O)c1cc(-c2cccs2)nc2cc3c(cc12)OCCO3
24. COc1ccccc1NC(=O)Nc1nnc(CC(=O)Nc2ccccc2)s1

Screen / compound no.	19	20	21	22	23	24
KDM4E inh	-9%	x	4%	-2%	u	-4%
SMN2 splice enh	x	-1%	x	2%	u	12%
ALDH1A1 block	-11%	x	-7%	u	u	4%
Tau fluor counter	-12%	-17%	1%	5%	-6%	-9%
Tau ThT inhib	-13%	u	-5%	8%	-4%	-1%
Tau FP inhib	-15%	-1%	5%	8%	2%	u
HTT cytoprotect	-2%[10 µM]	x	-25%[10 µM]	17%	-9%[10 µM]	-17%[10 µM]
HttQ103 aggreg	-11%[9.22 µM]	x	3%[9.22 µM]	0%	16%	20%

25. CC(=O)OCC[N+](C)(C)C
26. COc1ccc(Oc2ccc3c(C(F)(F)F)cc(C(F)(F)F)nc3n2)cc1
27. N/C(=N\OC(=O)COc1ccc2ccccc2c1Br)c1cccnc1
28. O=C(CCn1cccc1)Nc1cc(F)ccc1F
29. NCCCN1CCOCC1
30. O=C1CCN=C(Nc2ccc(F)cc2)N1Cc1ccccc1

Screen / compound no.	25	26	27	28	29	30
KDM4E inh	-7%&3%&-4%	7%	-17%	3%	-7%	-19%
SMN2 splice enh	-21%&-2%&-1%	-15%	-2%	-3%	0%	15%
ALDH1A1 block	0%&-6%&3%&-7%	17%	9%	-2%	11%	u
Tau fluor counter	-9%&1%&-2%&-5%	-8%	u	-15%	0%	-16%
Tau ThT inhib	6%&-1%&7%&-12%	-7%	u	-21%	2%	-11%
Tau FP inhib	-1%&-3%&-1%&11%	-14%	-14%	-9%	4%	0%
HTT cytoprotect	-29%&8%	-1%	-51%[inhibitor]	6%	12%	22%[10 µM]
HttQ103 aggreg	7%&-11%	-11%	u	0%	5%	5%

In the list so far, 4 have a cyano group:
4. COc1ccc(-c2nc(C#N)c(N3CCOCC3)o2)cc1OC
11. CN(CCO)c1nc(N)c2c(N)nc3c(c2c1C#N)CC(=O)N3C1CCCC1
12. CCn1c(COc2ccccc2)nnc1SCc1ccc(C#N)cc1
21. N#CCc1ccc(Oc2ccc([N+](=O)[O-])cn2)cc1

Screen / compound no.	4	11	12	21
KDM4E inh	u	u	-3%	4%
SMN2 splice enh	8%	-29%	-26%	x
ALDH1A1 block	u	u	-3%	-7%
Tau fluor counter	-6%	u	-5%	1%
Tau ThT inhib	-14%	28µM*	-6%	-5%
Tau FP inhib	8%	u	-5%	5%
HTT cytoprotect	-13%	-34%	-6%	-25%[10 µM]
HttQ103 aggreg	u	19%	-8%	3%[9.22 µM]

The listing continues:
31. COc1cc2[nH]c3c(Cl)ncnc3c2cc1OC
32. Cc1ccc(NC(=O)c2c(NC(=O)c3ccccc3)sc3c2CCC3)cc1
33. Cc1ccc(C)c(NC(=O)CCCn2c(C)c3cnn(-c4ccccc4)c(=O)c3c2C)c1
34. Cc1ccc(C)c(S(=O)(=O)c2c(N)n(/N=C/c3ccco3)c3nc4ccccc4nc23)c1
35. Cc1ccc(/C=N/NC(=O)CNC(=O)COc2ccccc2)cc1
36. Cc1cccc(N2CCN(C(=O)Nc3ccc(F)cc3)CC2C)c1 (stereo not given)

Screen / compound no.	31	32	33	34	35	36
KDM4E inh	0%	x	x	u	0%	x
SMN2 splice enh	-16%	2%	1%	-4%	-3%	-25%
ALDH1A1 block	u	x	x	u	6%	x
Tau fluor counter	-16%	-12%	-16%	u	-8%	-7%
Tau ThT inhib	u	-5%	-7%	-9%	-6%	-1%
Tau FP inhib	1%	-11%	2%	-5%	-2%	5%
HTT cytoprotect	-24%[10 µM]	x	x	-8%	14%[10 µM]	x
HttQ103 aggreg	17%	x	x	10%	15%	x

37. Cc1cc(NC(=O)c2ccc3c(c2)C(=O)N(CC(C)C)C3=O)no1
38. COC(=O)CC1C(C)(C)C(=O)C2CC3=C4CC(=O)OC(c5ccoc5)[C@]4(C)CCC3[C@@]1(C)C2=O (stereo not given in full)
39. CC(=O)N/C(=C/c1ccc2c(c1)OCO2)C(=O)NCCO
40. COc1cc(-c2cc(C(=O)O)c3c(OC)c(OC)c(OC)cc3n2)ccc1O
41. CC(C)Cc1nc2oc3c(N4CCN(CCO)CC4)ncnc3c2c2c1CCCC2
42. CC(=O)Oc1c(C)cc(OCC(O)CNC(C)C)c(C)c1C (stereo not given)

Screen / compound no.	37	38	39	40	41	42
KDM4E inh	0%	-4%	u	-22%	-9%	x
SMN2 splice enh	x	-26%	-12%	-13%	-12%	x
ALDH1A1 block	x	-6%	2%	u	7.9µM*	9%
Tau fluor counter	-3%	-19%	-6%	-7%	4%	-19%
Tau ThT inhib	-8%	-18%	-12%	-13%	-2%	-16%
Tau FP inhib	5%	-4%	-6%	-2%	2%	-1%
HTT cytoprotect	-1%[10 µM]	-26%	0%[10 µM]	3%	-7%[10 µM]	-42%[inhibitor]
HttQ103 aggreg	-7%[9.22 µM]	x	-9%	7%	1%	-14%

43. c1ccc2c(Nc3nncs3)c3ccccc3nc2c1
44. COC(=O)NC(CC(C)=O)c1cccc(C)c1 (stereo not given)
45. Cn1cc(SCC(=O)NCCc2ccccc2)c2ccccc21
46. CN(C)Cc1nc(-c2cn(C)c3ccccc23)no1
47. C=CCSc1nnc(-c2ccccc2NC(C)=O)c(=O)[nH]1
48. Cc1nc2c(cc1C#N)C(=O)c1ccccc1-2
49. Cc1ccc(S(=O)(=O)N/N=C/c2cccs2)cc1

Screen / compound no.	43	44	45	46	47	48	49
KDM4E inh	-10%	x	6%	x	5%	-9%	-2%
SMN2 splice enh	x	x	-22%	-13%	u	6%	-50%
ALDH1A1 block	x	2%[13.5 µM]	2%	u	0%	2%	-6%
Tau fluor counter	-29%	-17%[11.6 µM]	-9%	3%	10%	-2%	-7%
Tau ThT inhib	u	-16%[11.5 µM]	-3%	10%	12%	-9%	-3%
Tau FP inhib	7%	-4%[11.6 µM]	1%	-11%	4%	6%	3%
HTT cytoprotect	5%[10 µM]	-7%[10 µM]	-45%[inhibitor]	-78%[inhibitor]	4%[10 µM]	-2%[10 µM]	23%[10 µM]
HttQ103 aggreg	-23%[9.22 µM]	x	-3%	x	12%	-3%	-15%

Compound activity: PubChem, National Center for Advancing Translational Sciences (NCATS)
